High-throughput results (PubChem BioAssay)
PKA-R2B activ = activators of PKA-R2B holoenzyme, primary screen, biochemical, fluorescence polarization, Cy5-IP20, human. activation, % at 11.4 µM. PKA-R2B holoenzyme dissociation; R2B truncated from residue 108, S112A mutant; 0% DMSO only, 100% 113 µM cGMP. cAMP-dependent protein kinase catalytic subunit beta (Homo sapiens) + cAMP-dependent …. AID 504700, 2011. actives 0.079% (n = 340,000);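 active = activation above a cutoff set at the mean over all compounds plus 3 SD, cut at about 18% in these data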;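 also: higher means more holoenzyme dissociation and a rise in polarization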
Arr AP2 block = inhibitors of beta-arrestin/AP2 binding, primary screen, biochemical, GPCR trafficking, flow cytometry; FITC-arrestin peptide / GST-AP2 beads; AP2 beta2 appendage carries R879A mutation; inhibition, % at 10 µM; actives 0.31% (n = 340,000); AID 504490, 2011;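 active = inhibition above a set limit, near 3 SD of compounds lacking own fluorescence, cut at about 54% in these data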;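 also: plate controls were DMSO wells for no effect and 5 µM unlabelled arrestin peptide for full effect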
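Assay system: GST-AP2 R879A bound to glutathione beads, E. coli-expressed; Medium: PBS with 0.05% Tween 20 and 0.1% BSA; Also added: fluorescein-tagged arrestin peptide at 50 nM final; Timing: 12 min plus 1 h, RT; Measured by: flow cytometry, FL1 (488/535 nm); Evaluation: percent drop in bead-associated FITC signal.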
NSD2 HMT inh = NSD2 histone methyltransferase inhibitors, primary screen, biochemical, AlphaScreen, single concentration, set 2; NSD2 peptide methylation, 120 min; Histone-lysine N-methyltransferase NSD2 (Homo sapiens), O96028; inhibition, % at 12.5 µM; AID 743445, 2014; actives 0.54% (n = 310,000); in the data active = inhibition above about 50%
PvdQ inh = P. aeruginosa PvdQ acylase inhibitors, primary screen, biochemical, fluorescence, plate reader and imaging, single point; PvdQ acylase [Pseudomonas aeruginosa LESB58]; purified PvdQ acylase; inhibition, % at 10 µM; actives 0.063% (n = 340,000); AID 488965, 2010; in the data active = inhibition above about 30%, passing the limit was not always enough;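 also: 0% = vehicle neutral wells and 100% = reference inhibitor wells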
RTF Ca sens inh = cardiac RTF calcium sensitivity inhibitors, primary screen, biochemical, IANBD-TnC fluorescence, EC70 calcium. Troponin I, cardiac muscle (Homo sapiens) + Troponin T, cardiac muscle (Homo sapiens) + …. IANBD-labeled cardiac RTF, Ca2+ fluorescence. inhibition, % at 7.15 µM. actives 0.12% (n = 340,000);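 active = inhibition above the mean inhibition of all tested compounds plus 3 SD, cut at about 17% in these data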;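 also: assay run at fixed EC70 calcium of 1.6 mM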
SR-BI DiI-HDL act = activators of SR-BI mediated DiI-HDL uptake, primary screen, ldlA[mSR-BI] CHO cells, DiI fluorescence. 3 h; 100 = double the neutral-control signal. activation, % at 12.5 µM. actives 0.096% (n = 320,000). AID 504775, 2011;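 active = mean replicate activation of at least 60% and every replicate at or above 60%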;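 also: 0% = median plate neutral-control signal and 100% = twice that signal; values of inactives mirror those of a sister screen read the other way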
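Material: SR-BI-overexpressing, LDLR-lacking CHO cells | Dosing: Single compound concentration, delivered by pin transfer | Probe or stimulus: Labelled HDL, 10 µg/mL | Signal: Bottom-read cell fluorescence after medium removal, ex 550/em 595 nm | Schedule: 3 h, 37 °C | Evaluation: HDL uptake via cellular fluorescence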
LANA DNA inh = inhibitors of KSHV C-LANA binding to DNA, primary screen, biochemical, fluorescence polarization, FAM-LBS DNA, MBP-C-LANA, single point. Kaposi's sarcoma herpesvirus LANA C-terminal domain (residues 932-1162) DNA binding. inhibition, % at 9 µM. actives 0.078% (n = 340,000). AID 504423, 2011;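 active = highest replicate inhibition at or above 60% at 9 µM, even if other replicates fall short; inactive = all replicates below 60% inhibition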;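 also: 0% = neutral control wells and 100% = 4 µM acridine orange control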
SR-BI DiI inh = inhibitors of SR-BI mediated HDL lipid uptake, primary screen, ldlA[mSR-BI] cells, fluorescence, single point | Scavenger receptor class B member 1 (Mus musculus), Q61009 | ldlA[mSR-BI] CHO cells, DiI-HDL uptake fluorescence, 3 h | inhibition, % at 12.5 µM | actives 0.96% (n = 320,000);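 active = mean replicate inhibition of at least 70% and a set share of replicates each scoring 70 or more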;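 also: 0% = median of neutral control wells and 100% = median of positive control wells; values of inactives mirror those of a sister screen read the other way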
Keap1 Nrf2 FP = Keap1-Nrf2 protein-protein interaction inhibitors, primary screen, biochemical, fluorescence polarization, single point. Kelch-like ECH-associated protein 1 (Homo sapiens), Q14145. actives 0.15% (n = 340,000). AID 504523, 2011. Keap1 Kelch-Nrf2 peptide fluorescence polarization, 1536-well. inhibition, % at 9.4 µM; in the data active = inhibition above about 12%;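 also: human Keap1 Kelch domain with fluorescein labeled Nrf2 9mer peptide probe; 0% = neutral control wells and 100% = peptide positive control; higher means more block of Keap1 binding to Nrf2 peptide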
DAGLB inh = DAGLB lipase inhibitors, primary screen, biochemical, fluorescence, HTS. Diacylglycerol lipase-beta (Homo sapiens), Q8NCG7. actives 0.059% (n = 340,000). AID 504411, 2011. HEK293T DAGLB membrane lysate, EnzChek fluorogenic substrate. inhibition, % at 5.17 µM; in the data active = inhibition above about 34%;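 also: 0% = enzyme with vehicle and 100% = wells lacking enzyme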
Target sequence (Q8NCG7 whole entry, looked up): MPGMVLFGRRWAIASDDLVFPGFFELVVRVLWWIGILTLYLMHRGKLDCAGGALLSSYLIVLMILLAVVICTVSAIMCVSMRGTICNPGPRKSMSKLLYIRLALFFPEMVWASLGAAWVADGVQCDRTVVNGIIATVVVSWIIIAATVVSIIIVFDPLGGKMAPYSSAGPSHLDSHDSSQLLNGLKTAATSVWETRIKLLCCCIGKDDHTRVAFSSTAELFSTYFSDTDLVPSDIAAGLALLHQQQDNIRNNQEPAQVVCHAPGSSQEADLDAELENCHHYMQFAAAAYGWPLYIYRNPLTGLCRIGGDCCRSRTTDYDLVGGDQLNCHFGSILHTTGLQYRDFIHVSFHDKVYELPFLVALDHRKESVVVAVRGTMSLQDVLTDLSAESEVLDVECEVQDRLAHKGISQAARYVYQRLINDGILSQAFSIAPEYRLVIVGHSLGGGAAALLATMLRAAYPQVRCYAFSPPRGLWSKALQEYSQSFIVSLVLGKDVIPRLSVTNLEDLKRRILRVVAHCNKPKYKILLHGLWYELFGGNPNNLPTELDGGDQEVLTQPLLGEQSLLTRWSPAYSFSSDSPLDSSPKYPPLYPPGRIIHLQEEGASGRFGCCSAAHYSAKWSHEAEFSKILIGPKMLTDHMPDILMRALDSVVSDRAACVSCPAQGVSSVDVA
Starred values were filed as active, the others as inactive; / = not tested or not shown.

PKA-R2B activ	Arr AP2 block	NSD2 HMT inh	PvdQ inh	RTF Ca sens inh	SR-BI DiI-HDL act	LANA DNA inh	Compound	SR-BI DiI inh	Keap1 Nrf2 FP	DAGLB inh
2	20	-3	3	-2	10	1.1	Cn1cc(Cl)c(C(=O)NC2CCCCCC2)n1	-10	2	0
-6	-4	-3	-17	6	22	1.1	CCOC(=O)C1[C@H]2C(=O)N(C(C)c3ccc(OC)cc3)C[C@]23C=C[C@H]1O3 (some centres undefined)	-22	-2	3
-5	-5	1	-21	0	3	-0.9	C/C(=N\NC(N)=O)c1ccc(Cl)cc1	-3	-3	0
-5	1	16	-3	-5	-26	0.6	CCOC(=O)c1c(C)[nH]c(C(=O)Cn2nnc(-c3ccccc3Cl)n2)c1C	26	4	-6
-10	-1	0	-1	4	-5	-0.3	Cc1cc(Br)c2c(c1)=C(c1sc(N3CCCCCC3)nc1O)C(=O)N=2	5	2	3
-5	-5	/	-17	4	-4	1.1	CCCCn1c(N)c(N(CC(C)C)C(=O)CSc2nnc(-c3ccc(Cl)cc3)o2)c(=O)[nH]c1=O	4	-3	1
4	2	-4	-15	1	12	-3.3	Cc1ccnc(SC2CC(=O)N(c3ccc(C(C)C)cc3)C2=O)n1 (centres undefined)	-12	-4	-3
-16	13	0	-2	-18	-36	0.6	Oc1ccc(N2CCN(c3ncnc4sc(-c5ccccc5)cc34)CC2)cc1	36	0	3
2	60*	0	14	4	22	-0.8	Cc1ccccc1C(=O)Nc1nnc(-c2cccnc2)o1	-22	3	1
-13	21	-5	0	0	-24	1.8	CCCNC(=O)c1ccccc1NC(=O)C1COc2ccccc2O1 (centres undefined)	24	-6	-3
-10	6	-3	3	-3	/	-2.0	CCN(CC(=O)Nc1ccc(OC(F)F)cc1)C1CCCCC1	/	1	-4
1	-8	-2	-6	-15	3	0.1	O=C(NCc1ccccc1)c1ccc(OCC2CCCO2)cc1 (centres undefined)	-3	2	-2
-12	10	/	-4	4	-34	-1.9	COc1ccc(OC)c(-c2cc(C3CCN(C(=O)OC(C)(C)C)CC3)[nH]n2)c1	34	2	0
0	-8	-2	-24	3	-26	-0.5	CC(=O)c1ccc(NC(=O)c2c(C)nn(-c3ccccc3)c2Cl)cc1	26	-1	3
-7	18	/	6	-1	/	0.3	O=C(c1cc2c(s1)-c1ccccc1OC2)N1CCN(c2ccccc2)CC1	/	3	-12
/	8	5	-5	/	4	-1.2	CN(C)CCCNC(=O)c1cc(Br)ccc1O	-4	-8	/
-11	-5	-2	-13	-8	2	-1.8	O=C(CSc1nccn(-c2ccc(Br)cc2)c1=O)NCc1ccccc1	-2	-7	-4
-3	3	/	-9	3	6	0.7	C=CC[C@@H](CC(=O)OC(C)(C)C)C(=O)OC[C@H]1CCCN1C(=O)[C@@H](CC=C)CC(=O)N[C@H](CO)Cc1ccccc1	-6	3	-6
-4	9	2	2	0	-8	-0.7	CC1CN(C(=O)c2cc3c(=O)n4ccccc4nc3n2C)CC(C)O1 (centres undefined)	8	0	-2
2	3	/	-16	-14	0	1.3	CCC1=C(OC(=O)N(CC)CC)N2C(=O)OC(=NCCc3c[nH]c4ccccc34)[C@]2(C)[C@H]2C1=CC[C@H]1C(=O)N(CC(=O)OC)C(=O)[C@H]12	0	2	0
-3	30	/	3	5	-62	1.1	C=CCn1c2ccccc2c(=O)c2cc(C#CC3(O)CCCCC3)ccc21	62	-3	-3
3	30	-2	-6	-4	14	-0.2	COc1cccc(NC(=O)CN(c2cccc(C(F)(F)F)c2)S(C)(=O)=O)c1	-14	0	-1
-12	-7	0	-7	0	-52	0.0	Cc1sc(NC(=O)C2=COCCO2)nc1-c1ccc(Cl)cc1	52	-2	-7
-7	19	0	-1	1	-27	-1.0	Cc1ccc(SCCNC(=S)Nc2cc(C)cc(C)c2)cc1	27	2	-7
0	5	23	-7	2	8	-0.2	COc1cccc(OCc2cc(C(=O)NCc3ccc4c(c3)OCO4)no2)c1	-8	5	-2
5	3	/	-14	-10	-8	0.0	O=C(NCCc1ccc(Cl)cc1)C1CCC(CNc2c(N3CCCCC3)c(=O)c2=O)CC1 (centres undefined)	11	5	2
-6	7	-1	2	9	-10	-0.6	O=C(Nc1cccc(Br)c1)c1ccc(CSc2ccccc2)cc1	10	-3	-8
2	36	-1	-5	-1	10	-1.4	O=C1C2CCCCN2C(=O)N1CCCCN1CCN(c2cccc(C(F)(F)F)c2)CC1 (centres undefined)	-10	0	0
-10	2	-2	0	-5	-24	/	Cc1ccc(S(=O)(=O)N2CCOCC2)cc1NC(=O)C(c1ccc(Cl)cc1)C(C)C (centres undefined)	24	/	-6
-12	-5	8	-10	0	8	1.3	Cc1nc2c(C(=O)NCCC(C)C)c[nH]n2c(=O)c1Cc1ccccc1F	-8	-2	24
-3	1	-2	-8	3	9	-0.7	Cc1ccc(S(=O)(=O)N(C)C)cc1NC(=O)COC(=O)CCCOc1ccccc1	-9	-3	-1
-7	-5	2	-13	-5	7	-0.3	Cc1cc(C(=O)O)ccc1NCc1cccnc1	-7	-7	1
-3	8	1	-11	-3	-1	-0.2	O=C(c1ccc(Cl)c([N+](=O)[O-])c1)N(Cc1ccccc1)C1CCS(=O)(=O)C1 (centres undefined)	1	-6	-1
-1	-11	/	-19	-4	4	-0.8	NS(=O)(=O)c1ccc(CCNC(=O)C(=O)NCC2OCCN2S(=O)(=O)c2cccs2)cc1 (centres undefined)	-4	-5	0
0	10	-2	-10	1	-6	-1.0	COc1ccc(C2=NNC(c3cccnc3)=Nc3ccccc32)cc1	6	-2	-1
-9	-4	0	-20	-3	-7	-0.1	Cc1ccc(CNC(=O)C2CCN(S(=O)(=O)c3ccc4c(c3)CC(C)N4C(=O)C3CCC3)CC2)o1 (centres undefined)	7	-4	-3

Filtered by structure: the compounds so far with an aryl thioether with sulfur outside any ring
PKA-R2B activ	Arr AP2 block	NSD2 HMT inh	PvdQ inh	RTF Ca sens inh	SR-BI DiI-HDL act	LANA DNA inh	Compound	SR-BI DiI inh	Keap1 Nrf2 FP	DAGLB inh
-5	-5	/	-17	4	-4	1.1	CCCCn1c(N)c(N(CC(C)C)C(=O)CSc2nnc(-c3ccc(Cl)cc3)o2)c(=O)[nH]c1=O	4	-3	1
4	2	-4	-15	1	12	-3.3	Cc1ccnc(SC2CC(=O)N(c3ccc(C(C)C)cc3)C2=O)n1 (centres undefined)	-12	-4	-3
-11	-5	-2	-13	-8	2	-1.8	O=C(CSc1nccn(-c2ccc(Br)cc2)c1=O)NCc1ccccc1	-2	-7	-4
-7	19	0	-1	1	-27	-1.0	Cc1ccc(SCCNC(=S)Nc2cc(C)cc(C)c2)cc1	27	2	-7
-6	7	-1	2	9	-10	-0.6	O=C(Nc1cccc(Br)c1)c1ccc(CSc2ccccc2)cc1	10	-3	-8

More entries
PKA-R2B activ	Arr AP2 block	NSD2 HMT inh	PvdQ inh	RTF Ca sens inh	SR-BI DiI-HDL act	LANA DNA inh	Compound	SR-BI DiI inh	Keap1 Nrf2 FP	DAGLB inh
9	14	0	-4	-25	10	3.4	CCOc1cc(/C=C2\CCCc3c2nc2ccccc2c3C(=O)O)ccc1OC	-10	2	-1
6	-10	1	-19	-3	21	5.6	Cc1cnc([N+](=O)[O-])n1CCOC(=O)NC(=O)c1ccccc1Cl	-21	-1	-4
-9	4	/	-14	-5	7	1.0	CC(C(=O)NC1CCCC1)N(C(=O)CS(=O)CC(=O)Nc1ccc(F)cc1)c1ccc2c(c1)OCCO2 (centres undefined)	-7	-4	0
-11	49	107*	11	10	-6	68*	O=C(NCCCO)c1ccc2nc(-c3ccco3)c(-c3ccco3)nc2c1	6	-2	2

An excerpt of these results, as labelled records.
compound: Cc1cnc([N+](=O)[O-])n1CCOC(=O)NC(=O)c1ccccc1Cl
  PKA-R2B activ: 6 | Arr AP2 block: -10 | NSD2 HMT inh: 1 | PvdQ inh: -19 | RTF Ca sens inh: -3 | SR-BI DiI-HDL act: 21 | LANA DNA inh: 5.6 | SR-BI DiI inh: -21 | Keap1 Nrf2 FP: -1 | DAGLB inh: -4
compound: CC(C(=O)NC1CCCC1)N(C(=O)CS(=O)CC(=O)Nc1ccc(F)cc1)c1ccc2c(c1)OCCO2 (centres undefined)
  PKA-R2B activ: -9 | Arr AP2 block: 4 | NSD2 HMT inh: / | PvdQ inh: -14 | RTF Ca sens inh: -5 | SR-BI DiI-HDL act: 7 | LANA DNA inh: 1.0 | SR-BI DiI inh: -7 | Keap1 Nrf2 FP: -4 | DAGLB inh: 0
